# Bioassay records: PubChem BioAssay, several laboratories
# human PMI inhibitors: MPI inhibition at elevated mannose 6-phosphate – biochemical, fluorescence intensity, high mannose 6-phosphate, primary screen (AID 1220); recombinant PMI enzyme, coupled fluorescence intensity; higher % means a stronger effect; inhibition, % at 20 µM, or IC50 in µM where a hit was titrated; hit rate 0.66% among 190,000
# MT stabilizer: stabilizes microtubules in HeLa cells; HeLa tubulin immunostaining HCS, 24 h; share of cells brighter than vehicle mean+2SD; % tubulin-high responders, % at 10 µM; hit rate 0.83% among 200,000; AID 2205;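 active = plate Z-score above 3 for both tubulin-high and condensed-nucleus cell shares, with cell loss under 80%, at 10 µM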;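 note: anti alpha tubulin signal scored within the nucleus-defined area of each cell; some results filed as inactive read as strong as hits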
# WT yeast gro inh: growth inhibition of WT yeast, mitochondrial fusion screen. inhibition, % at 10 µM. mitochondrial fusion phenotypic screen, WT strain. AID 1362. hit rate 2.1% among 190,000; in the data active = inhibition above about 58%; tested in S. cerevisiae
# PMI inhibitors: MPI enzyme activity inhibition – biochemical, fluorescence intensity, coupled assay, primary screen (AID 1209); purified PMI enzyme, coupled fluorescence intensity; higher % means a stronger effect; one-dose inhibition, % at 20 µM; IC50 in µM for titrated hits; hit rate 0.42% among 190,000;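 note: plate controls were DMSO vehicle for no effect and wells lacking substrate for full effect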
# Ins promoter up: MIN6 insulin promoter up-regulation; MIN6 insulin promoter-GFP reporter, high-content imaging; stronger effect = higher value; hit rate 0.3% among 190,000; z-score at 5 µM;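 active = z-score above 3 at 5 µM with at least 500 cells counted in the well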
# b-catenin transl: modulators of beta-catenin nuclear translocation. hit rate 0.3% among 190,000. HeLa beta-catenin nuclear translocation, immunofluorescence imaging. nuclear translocation activity, % at 5 µM;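 active = nuclear translocation activity above 50% at 5 µM, with a well cell count of 50 or more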;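 note: per-cell ratio of nuclear to cytoplasmic median beta-catenin stain intensity; plate controls were DMSO negative control for no effect and GSK-3 inhibitor IX positive control for full effect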
#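 test system = HeLa cells, endogenous beta-catenin | dosing = single 5 µM dose plus 0.02–20 µM confirmation series | times = compound treatment 24 h, 37°C, 5% CO2 | technique = beta-catenin immunofluorescence imaging with DAPI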
# Autophagy mod: autophagy modulation, high-content screen | hit rate 0.98% among 190,000 | AID 463193 | MEF GFP-LC3 puncta imaging; test concentration mostly 10 µM | calls only at 10 µM (by protocol);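 active = percentage of spot-positive cells more than 3 SD above its plate mean, without a fluorescence outlier flag or 80% toxicity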;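 note: spot-positive cell cutoff set from DMSO-treated cells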
# Yfh1-off respiration: enhancers of respiration in Yfh1-depleted yeast, dose response, Friedreich's ataxia, plus single-dose screen (AID 1465); S. cerevisiae Yfh1-off respiration, WST-1 reduction, 72 h; higher fold induction means a stronger effect; one-dose fold induction at 50 µM; EC50 in µM for titrated hits; hit rate 0.074% among 220,000;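 active = fold induction of absorbance versus untreated yeast above a set limit, then at least 30% activation at any dose in follow-up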;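 note: activators that raise dye reduction in frataxin-depleted yeast; strong numbers were not always called active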
# Dynein transport: blocks dynein driven cargo transport along microtubules; 3617.4 mouse cells, GR-EGFP nuclear translocation imaging; test concentration mostly 20 µM; stimulated with dexamethasone, 1 µM; stronger effect = lower value; z-score, hits read low; hit rate 0.47% among 220,000; AID 1381;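 active = plate z-score of nuclear minus cytoplasmic receptor signal below a set negative limit, without overly bright fluorescence or cell loss, cut at about -3.5 in these data, passing the limit was not always enough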;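 note: z-score of nuclear minus cytoplasmic ring GR-EGFP intensity difference per well; some compounds called inactive have numbers as strong as hits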
#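 Schedule: 48 h induction, then 1 h compound, then 30 min agonist, 37 °C. Buffer or medium: tetracycline-free induction medium containing charcoal-stripped FBS. Reagent: 1.0 µM final dexamethasone stimulus. Evaluation: nuclear versus cytoplasmic GR-EGFP signal, averaged per well. Signal: high-content fluorescence imaging after fixation.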
# WT yeast gro inh mutant strain: recorded beside WT yeast gro inh, whose call it bears; inhibition, %; mitochondrial fusion phenotypic screen, mutant strain inhibition
# Dynein transport cytoplasmic EGFP: also measured in Dynein transport; calls as there; z-score; measured here: cytoplasmic GR-EGFP intensity; stronger effect = higher value
# Dynein transport nuclear GR-EGFP: also measured in Dynein transport; calls as there; z-score; measured here: nuclear GR-EGFP intensity;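 lower value marks the stronger effect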
# Dynein transport cell count: second read-out of Dynein transport, no call of its own (marks repeat the call); z-score; measured here: cell count per field
# Ins promoter up cell count: further read-out of Ins promoter up, marked with its call; cell count; measured here: cytotoxicity, nuclei count;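 total cells summed across four imaged fields per well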
# b-catenin transl cell count 5 µM: further read-out of b-catenin transl, marked with its call; cell count; measured here: cell count, cytotoxicity flag
# MT stabilizer Hoechst-high %: second read-out of MT stabilizer, no call of its own (marks repeat the call); % Hoechst-high responders; measured here: nuclear condensation Hoechst responders;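 share of cells brighter than vehicle mean plus two SD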
# MT stabilizer cytotoxicity %: also measured in MT stabilizer; calls as there; toxicity, %; measured here: cytotoxicity by cell density;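 0% = mean cell density of plate MIN control wells and 100% = no cells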
# Autophagy mod cell loss 18 h: further read-out of Autophagy mod, marked with its call; toxicity, %; measured here: cell loss, nuclei count;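 cell loss after 18 h compound exposure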
# * = called active by the depositor; i = inactive; nt = no result given. Cut-off read from the data, not from the text of the source, unless noted: active = inhibition above about 50%; inactive = the rest.
# Start of the listing, in advance, five compounds:
mol	MT stabilizer	Dynein transport	WT yeast gro inh mutant strain	Yfh1-off respiration	b-catenin transl	Ins promoter up cell count	Autophagy mod	PMI inhibitors	MT stabilizer Hoechst-high %	Dynein transport cell count	human PMI inhibitors	WT yeast gro inh	Autophagy mod cell loss 18 h	Ins promoter up	b-catenin transl cell count 5 µM	MT stabilizer cytotoxicity %	Dynein transport cytoplasmic EGFP	Dynein transport nuclear GR-EGFP
CCCOC(=O)C1C2C=CC(C2)C1C(=O)OCC(=O)c1ccccc1 (stereo unspecified)	1.7	-0.25	15	i	-6.1	909	i	4%	1.9	0.15	4%	-23	0	-0.4	1096	5.0	0.13	0.25
CSCC(=O)N1CCCC(CNC(=O)c2ccc(-c3ccccc3)cc2)C1 (stereo unspecified)	1.2	0.24	9	i	-1.3	1454	i	-2%	1.3	0.85	2%	-9	-23	-0.16	953	9.2	-0.29	0.16
CCCCCOc1ccc(C(=O)NC(C(=O)O)C(C)C)cc1 (stereo unspecified)	5.5	-0.27	-3	i	-3.4	1028	i	-2%	2.8	-0.61	0%	8	21	-0.3	1015	6.9	-0.16	0.27
O=C(COC(=O)c1ccc(NS(=O)(=O)c2ccc3c(c2)OCCO3)cc1)NC1CC1	3.1	0.84	19	i	-0.4	1175	i	14%	2.5	-0.33	7%	7	4	0.09	1214	11	-0.13	0.53
CCCCn1[nH]c(-c2ccccc2)cc1=O	2.2	-0.1	-12	i	0.7	1277	i	0%	3.4	0.49	17%	-18	-1	0.04	961	8.1	-0.32	-0.14

# All compounds of this part, previewed entries included:
mol	MT stabilizer	Dynein transport	WT yeast gro inh mutant strain	Yfh1-off respiration	b-catenin transl	Ins promoter up cell count	Autophagy mod	PMI inhibitors	MT stabilizer Hoechst-high %	Dynein transport cell count	human PMI inhibitors	WT yeast gro inh	Autophagy mod cell loss 18 h	Ins promoter up	b-catenin transl cell count 5 µM	MT stabilizer cytotoxicity %	Dynein transport cytoplasmic EGFP	Dynein transport nuclear GR-EGFP
CCCOC(=O)C1C2C=CC(C2)C1C(=O)OCC(=O)c1ccccc1 (stereo unspecified)	1.7	-0.25	15	i	-6.1	909	i	4%	1.9	0.15	4%	-23	0	-0.4	1096	5.0	0.13	0.25
CSCC(=O)N1CCCC(CNC(=O)c2ccc(-c3ccccc3)cc2)C1 (stereo unspecified)	1.2	0.24	9	i	-1.3	1454	i	-2%	1.3	0.85	2%	-9	-23	-0.16	953	9.2	-0.29	0.16
CCCCCOc1ccc(C(=O)NC(C(=O)O)C(C)C)cc1 (stereo unspecified)	5.5	-0.27	-3	i	-3.4	1028	i	-2%	2.8	-0.61	0%	8	21	-0.3	1015	6.9	-0.16	0.27
O=C(COC(=O)c1ccc(NS(=O)(=O)c2ccc3c(c2)OCCO3)cc1)NC1CC1	3.1	0.84	19	i	-0.4	1175	i	14%	2.5	-0.33	7%	7	4	0.09	1214	11	-0.13	0.53
CCCCn1[nH]c(-c2ccccc2)cc1=O	2.2	-0.1	-12	i	0.7	1277	i	0%	3.4	0.49	17%	-18	-1	0.04	961	8.1	-0.32	-0.14
Cc1cc(C)c(C#N)c(N2CCCC(C(N)=O)C2)n1 (stereo unspecified)	1.9	0.0096	-4	i	-7.3	1253	i	1%	2.2	-0.43	-6%	-15	2	-1.3	1061	5.4	-0.27	0.28
O=c1cc(CN2CCN(Cc3ccccc3)CC2)c2cc(Cl)ccc2o1	2.8	0.5	4	i	-0.7	1188	i	-4%	2.2	0.2	0%	6	-28	-0.69	1144	9.4	-0.42	-0.23
Cc1ccc(-c2nnn(CC(=O)N(CC(=O)NC3CCCC3)c3cnc4ccccc4c3)n2)o1	2.3	-0.55	-7	i	-3.3	1335	i	17%	2.4	1.1	8%	-23	-3	-0.37	1206	6.8	-0.23	-0.16
Cc1cc(C)c2nc(SCC(=O)Nc3ccc(S(=O)(=O)N4CCCC4)cc3)c(C)cc2c1	1.2	-0.84	-6	i	2.0	860	i	10%	1.1	0.56	1%	-47	-5	-0.57	1018	7.3	0.72	-0.031
O=C(/C=C/c1ccco1)NC(=S)Nc1nc(-c2ccc(Cl)cc2)cs1	12*	-0.34	-3	i	-2.5	1395	i	-7%	23*	0.28	-22%	-5	4	-0.34	1132	24*	-0.25	-0.19
Cc1ccc(CNS(=O)(=O)/C=C/c2ccc3c(c2)OCO3)cc1	1.2	nt	7	i	-2.3	1855	i	7%	2.1	nt	6%	-5	-5	0.87	1186	6.2	nt	nt
CCNC(=O)O/N=C(\C)c1sc(-c2ccc(Cl)cc2)nc1C	2.5	2.2	35	i	nt	nt	i	8%	1.5	-1.7	8%	2	22	nt	nt	8.6	-0.2	0.05
CC(NC(=O)c1ccco1)C(c1cccs1)N1CCN(c2ccccc2F)CC1 (stereo unspecified)	3.8	-0.71	21	i	1.0	1079	i	5%	3.2	0.38	4%	48	-1	0.01	1040	4.9	-0.23	-0.12
Cc1cccc(NC(=S)c2nc3ccccc3s2)c1	2.6	-0.6	57*	nt	1.5	1438	i	2%	1.7	0.43	-2%	67*	18	-0.16	1354	9.0	-0.039	0.42
Cc1ccc(-c2nnc(COc3cccc(-n4cnnn4)c3)o2)cc1	6.4	-0.26	-17	i	0.5	1060	i	-6%	4.3	0.35	2%	5	7	0.34	1185	6.1	-0.35	-0.059
Fc1ccc(NC(=S)Nc2cccnc2)c(F)c1F	2.0	-0.39	-3	i	1.3	1556	i	3%	2.4	-0.039	2%	2	18	-0.15	943	4.7	-0.35	-0.29
CCCNC(=O)Cn1c(=O)n(C)c2ccccc21	nt	0.029	nt	i	-0.1	1035	nt	nt	nt	0.61	nt	nt	nt	0.51	1245	nt	-0.14	0.45
COc1ccc(NC(=O)CC2C(=O)N(C)C(=S)N2Cc2ccc3c(c2)OCO3)cc1 (stereo unspecified)	2.5	-0.92	6	i	1.3	1268	i	-8%	2.1	0.85	-6%	-30	-3	-0.09	925	7.1	-0.31	-0.68
CC(C)C(=O)NCCc1c[nH]c2ccccc12	1.9	-0.33	-19	i	nt	1234	i	-4%	5.1	0.072	-2%	-11	-7	-0.65	nt	6.3	-0.28	-0.6
O=C(CCOc1ccccc1)OCC(=O)c1cc2ccccc2o1	8.6	-0.089	15	i	-5.8	1632	i	-3%	3.1	0.21	4%	-7	4	1.5	903	6.0	-0.00014	0.26
CC(=O)N1CCN(c2ccc([N+](=O)[O-])cc2)CC1	2.3	2.2	-9	i	-0.4	1576	i	-1%	1.7	-2.2	-2%	15	6	-1.5	1577	0.3	0.0053	1.8
COc1ccc(/C=N/NC(=O)CC(=O)N/N=C/c2ccc(OC)cc2)cc1	4.6	1.1	-23	i	-6.8	1490	i	1%	1.9	-0.036	2%	5	13	0.14	1025	15	0.32	0.75
CC(=O)Nc1ccc(S(=O)(=O)NCCCN2CCN(Cc3ccccc3)CC2)cc1Cl	nt	-0.17	nt	i	-0.9	1006	nt	nt	nt	0.43	nt	nt	nt	1.3	1370	nt	-0.26	0.35
COCc1cc(=O)[nH]c(Nc2nc(C)c3cc(OC)ccc3n2)n1	0.5	-0.084	-2	nt	nt	918	i	-1%	1.3	0.48	-3%	-9	-5	0.08	nt	1.0	-0.17	0.056
Cc1ccnc(NS(=O)(=O)c2ccc(NC(=O)c3ccc4c(c3)OCCO4)cc2)n1	2.1	0.44	-4	i	0.6	1465	i	3%	1.6	0.33	1%	-6	-2	-0.33	998	6.4	-0.27	0.34
CCc1nnc(NC(=O)c2ccc(-c3cccc(C(F)(F)F)c3)o2)s1	1.0	0.13	7	i	-1.4	nt	i	14%	1.3	0.43	6%	25	0	nt	994	3.9	-0.19	-0.049
COc1cccc(C(=O)C2=NN(C(C)=O)CC2c2ccco2)c1 (stereo unspecified)	1.4	0.85	-11	i	-1.1	nt	i	-2%	3.1	-1.7	10%	-6	28	nt	612	14	-0.031	1.3
CCOC(=O)c1sc(NC(=O)c2ccc(CC)s2)nc1C	2.8	-1.1	22	i	nt	1570	i	11%	2.7	0.59	10%	8	-3	1.8	nt	46	-0.24	-0.38
COc1cccc(-c2nnc3sc(-c4ccco4)nn23)c1	2.3	-0.073	-13	i	-9.1	1093	i	-1%	1.7	0.56	-11%	-3	13	0.4	996	2.0	-0.16	0.53
Cc1c(Cl)cccc1NC(=S)N1CCN(Cc2ccccc2)CC1	4.6	0.27	11	nt	nt	nt	i	5%	2.3	0.13	-6%	-3	2	nt	nt	5.8	-0.23	-0.023
CC(=O)c1ccc(S(=O)(=O)N2Cc3ccccc3CC2C(=O)O)cc1 (stereo unspecified)	nt	1.1	nt	i	-0.2	1057	nt	nt	nt	-0.74	nt	nt	nt	0.12	1333	nt	-0.21	0.39
CCC(=O)N1CCc2cc(S(=O)(=O)CCC(=O)Nc3ccc(C)cn3)ccc21	1.8	0.27	11	i	-1.8	1599	i	-11%	1.9	0.63	-5%	-2	-10	0.18	1065	11	-0.3	0.37
CC1(C)CC2CC(C)(CN2C(=O)COC(=O)Cn2[nH]c(=O)c3ccccc3c2=O)C1 (stereo unspecified)	1.9	-1.1	-4	i	-2.5	1083	i	-4%	2.6	0.24	7%	0	-2	0.11	930	5.8	0.29	-0.45
COc1ccc(N2CCN(C(=O)C3CC(O)CN3S(=O)(=O)c3ccc([N+](=O)[O-])cc3)CC2)cc1 (stereo unspecified)	1.6	-1.1	-6	i	-4.5	1404	i	-8%	2.7	1.1	5%	0	-9	-0.05	585	6.3	-0.3	-0.77

# Rows are unselected; about 5% have a hit in one of these screens.
